Screening results: PubChem BioAssay, several laboratories
TRPM1 prom inh: inhibitors of MITF-dependent TRPM1 promoter reporter, primary screen, cell-based, SK-MEL-5, single point, luciferase | 0.83% of 330,000 active | AID 488899, 2010 | inhibition, % at 12.5 µM | SK-MEL-5 TRPM1 promoter luciferase, 24 h;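 active = mean inhibition across replicates of 60% or more, whatever share of single replicates reaches that level; inconclusive = some that reach 60%, reason not given; inactive = mean inhibition across replicates below 60%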; note: values of inactives mirror those of a sister screen read the other way
Vif imaging: HIV Vif self-association inhibitors, primary screen, imaging, HEK293T, single point. HEK293T cells, Vif self-association by quenched fluorescence, 24 h. inhibition, % at 7.49 µM. 0.35% of 340,000 active. AID 602346, 2012; in the data active = inhibition above about 50%, passing the limit was not always enough; inconclusive = no clear call, values can overlap the other calls; inactive = below about 31%; note: some results filed as inactive read as strong as hits
Shn3 3UTR inh: reduction of Shn3 3'UTR firefly luciferase signal, primary screen, Schnurri-3 inhibitor project, cell-based, Clone20 osteoblasts, set 2 | Clone20 osteoblast Shn3 3'UTR firefly luciferase, 24 h | inhibition, % at 12.5 µM | 0.52% of 360,000 active;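 active = mean inhibition of at least 75% with every replicate also reaching 75%; inconclusive = mean inhibition at least 75% but some replicate below; inactive = mean inhibition below 75%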;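 note: 0% = median of neutral control wells and 100% = pilot-screen positive control compound; some compounds past the cut are filed as inactive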
PDI inh: inhibitors of human PDI, primary screen, biochemical, turbidity, single point, plate reader; Protein disulfide-isomerase (Homo sapiens), P07237; PDI insulin aggregation turbidity, A650, 90 min; inhibition, % at 10 µM; 0.052% of 350,000 active; AID 588391, 2011;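 active = mean inhibition across replicates of 30% or more, whatever share of single replicates reach that level; inconclusive = mean inhibition below 30% while every single replicate reaches 30%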;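 note: absorbance from insulin aggregation driven by PDI reduction with DTT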
Target sequence (P07237 whole entry, looked up): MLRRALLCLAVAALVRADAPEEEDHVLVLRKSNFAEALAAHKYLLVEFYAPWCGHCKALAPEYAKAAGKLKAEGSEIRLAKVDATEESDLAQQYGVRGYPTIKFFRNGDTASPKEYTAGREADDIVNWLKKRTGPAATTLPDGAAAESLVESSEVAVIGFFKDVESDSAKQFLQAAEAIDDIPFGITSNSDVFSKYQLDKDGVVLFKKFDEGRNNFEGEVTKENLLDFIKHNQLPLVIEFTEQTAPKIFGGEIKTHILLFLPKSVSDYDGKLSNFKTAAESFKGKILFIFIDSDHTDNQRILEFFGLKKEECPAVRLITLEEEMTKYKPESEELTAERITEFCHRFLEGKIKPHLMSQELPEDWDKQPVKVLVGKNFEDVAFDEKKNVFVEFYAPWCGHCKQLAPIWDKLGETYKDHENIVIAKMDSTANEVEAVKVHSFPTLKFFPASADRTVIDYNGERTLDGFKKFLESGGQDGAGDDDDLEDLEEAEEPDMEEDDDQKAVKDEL
HIF-2a block: HIF-2a reporter inhibitors, primary screen, luminescence, 786-0 RCC cells; 786-0 RCC cells HIF-2a reporter, luciferase luminescence, overnight; inhibition, % at 18.8 µM; 0.72% of 360,000 active;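 active = inhibition of the luminescence signal of 40% or more relative to plate controls, in a single-dose primary screen at 18.75 µM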
NR2E3 ag-1: NR2E3 agonists in two-hybrid cells, primary screen, cell-based, luminescence, CHO-S, Gal4-NCOR/VP16-NR2E3 | luciferase | inhibition of corepressor binding, % at 3.98 µM | 0.35% of 360,000 active | AID 602229, 2012;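 active = inhibition above the mean of all tested compounds plus 3 SD, cut at about 70% in these data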;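 note: 0% = DMSO with NR2E3 transfected cells and 100% = cells lacking NR2E3 construct; higher means lower luciferase signal from less NR2E3 corepressor binding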
Target sequence (Q9Y5X4 whole entry, looked up, the tested form may be a part): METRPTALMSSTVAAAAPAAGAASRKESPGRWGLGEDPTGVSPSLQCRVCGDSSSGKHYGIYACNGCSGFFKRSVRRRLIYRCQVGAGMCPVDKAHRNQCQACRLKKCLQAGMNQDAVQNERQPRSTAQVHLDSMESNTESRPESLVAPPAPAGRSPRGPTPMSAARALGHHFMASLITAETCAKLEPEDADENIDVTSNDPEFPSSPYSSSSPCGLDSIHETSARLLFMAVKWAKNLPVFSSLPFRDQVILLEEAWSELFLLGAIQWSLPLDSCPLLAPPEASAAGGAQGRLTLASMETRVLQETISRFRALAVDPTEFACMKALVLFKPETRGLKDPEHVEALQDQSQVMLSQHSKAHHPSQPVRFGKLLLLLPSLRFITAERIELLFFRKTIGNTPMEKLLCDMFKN
NR2E3 ag-2: inhibitors of NR2E3-RetCOR corepressor binding, primary screen, NR2E3 agonist project, biochemical, TR-FRET, GST-NR2E3, biotin-RetCOR. 0.12% of 320,000 active. 1536-well. inhibition of corepressor binding, % at 4.78 µM. AID 2300, 2010. Photoreceptor-specific nuclear receptor (Homo sapiens), Q9Y5X4;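 active = percent inhibition above the cutoff of mean plus 3 SD of all tested compounds, set per screening campaign, cut at about 20% in these data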;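 note: 0% = DMSO wells and 100% = biotin wells as full block of FRET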
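Format: 1536-well format; test system: GST-NR2E3 and biotin-RetCOR proteins; read-out basis: percent inhibition of TR-FRET ratio; timing: 5 h incubation at 4 °C; detection: time-resolved FRET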
Peg3 prom inh: Peg3 promoter-driven luciferase inhibitors, primary screen, cell-based, HeLa, luciferase luminescence; HeLa PEG-Prom luciferase reporter, overnight; inhibition, % at 20 µM; 1.7% of 360,000 active; AID 588405, 2011;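 active = inhibition of at least 50% at 20 µM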
CaV13 ICDI inh: Disruptors of the CACNA1D IQ motif to Ca2+-dependent inactivation inhibitor domain association, primary screening, Förster resonance energy transfer in intact living …; HEK cells, CFP/YFP FRET ICDI-IQ, plate reader, 10 min; percent FRET-ratio fall versus neutral wells; inhibition, % at 12.3 µM; 0.098% of 340,000 active;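 active = mean replicate inhibition of at least 30% and at least 1% of replicates passing that level; inconclusive = only one of the two criteria is met; inactive = neither criterion is met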;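 note: 0% = median of the neutral control wells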
CF NFkB inh: inhibitors of PAF-induced NF-kB signaling, primary screen, cell-based, GFP fluorescence, uHTS. KKLEB NF-kB-GFP reporter, GFP fluorescence overnight. inhibition, % at 5 µM. 0.86% of 360,000 active. AID 588850, 2011;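 active = at least 50% inhibition at 5 µM, scaled per plate between neutral and stimulator controls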;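 note: PAF is a Pseudomonas aeruginosa culture filtrate used as stimulus; plate controls were PAF-stimulated DMSO wells for no effect and unstimulated DMSO wells for full effect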
KKLEB cytotox: cytotoxicity in KKLEB CF airway cells, primary screen, cytotoxicity control for CF NF-kB inhibitor project, cell-based, uHTS, fluorescence assay plates. AID 602141, 2011. 0.36% of 360,000 active. activity change (cytotoxicity), % at 5 µM. KKLEB CF airway cells viability, ATPlite luminescence, overnight; stronger effect = lower value; cells stimulated with P. aeruginosa culture filtrate;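 active = corrected activity change at or below -50% at 5 µM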
Starred values were filed as active, the others as inactive; u = inconclusive; x = no result given.

Each structure is followed by: TRPM1 prom inh	Vif imaging	Shn3 3UTR inh	PDI inh	HIF-2a block	NR2E3 ag-1	NR2E3 ag-2	Peg3 prom inh	CaV13 ICDI inh	CF NFkB inh	KKLEB cytotox
CCn1c2ccccc2c2cc(NC(=O)c3ccc(=O)oc3)ccc21
 : x	-7	-5	3	-8	6	1	12	u	2	5
CCOC(=O)[C@@H]1[C@H]2COc3ccc(Br)cc3[C@@H]2N2C(=O)N(c3ccc(C)cc3)C(=O)[C@@]12C
 : -5	-8	-4	-1	8	-13	x	1	-5	-16	-19
COc1ccc2[nH]c(C(=O)N3CCCN(Cc4ccc(F)cc4)CC3)cc2c1
 : 1	-3	-5	3	22	12	-2	26	-5	1	1
C/C(CC(=O)Nc1ccccc1F)=N\NC(=O)Cc1ccc(Cl)cc1
 : -7	2	-3	10	1	-3	3	2	-5	0	-6
Cc1nn(C)c(Cl)c1NC(=O)OCc1ccc(F)cc1
 : -10	3	10	-1	19	25	-2	7	-4	12	-4
COc1cc(C(=O)OCC(=O)Nc2c(C)n(C)n(-c3ccccc3)c2=O)c([N+](=O)[O-])cc1OC
 : -2	3	5	7	8	-1	0	7	-5	-11	6
CCC(NC(=O)C1C2C=CC(C2)C1C(=O)O)c1ccc(C)cc1 (configuration not stated)
 : -6	3	-10	-1	15	-5	-3	12	-2	-4	1
CCCOP(=O)(c1ccc(N(C)C)cc1)C(O)c1ccc(Br)cc1 (configuration not stated)
 : -4	-3	0	8	22	-6	0	18	-17	6	5
CC(C)(C)c1ccc(-n2ncc3c2CCCC3NC(=O)c2ccco2)cc1 (configuration not stated)
 : x	-20	31	-2	-4	16	x	7	-6	19	-24
CC1(C)OC(=O)C(=CNC(=O)c2c(F)cccc2F)C(=O)O1
 : 6	-1	10	-4	3	-8	1	12	-4	-3	5
CN(C1CC(C)(C)NC(C)(C)C1)S(=O)(=O)CC12CCC(CC1=O)C2(C)C (configuration not stated)
 : 6	5	1	-2	9	-22	0	-3	-2	-2	1
Cc1cccc(C2=NC(C(F)(F)F)(C(F)(F)F)c3c(n(-c4ccc(F)cc4)c(=O)[nH]c3=O)N2)c1
 : 2	5	14	-3	11	-17	0	37	-3	15	1
COc1ccc(C(=O)NCC(C)(C)CNC(=O)c2ccc(OC)cc2)cc1
 : 3	1	9	6	11	2	1	7	-4	17	-4
Cc1ccc(NC(C)C(=O)N/N=C/c2c[nH]c3ccccc23)cc1 (configuration not stated)
 : 21	17	-7	1	11	-16	-1	15	-6	9	4
O=C(NC(=S)Nc1ccc(S(=O)(=O)N2CCCC2)cc1)c1cccs1
 : -1	0	-3	1	11	16	-2	3	-14	4	15
O=C(Oc1ccc(-c2ccccc2)cc1)N1CCOCC1
 : -93	-3	-47	5	-344	-81	4	-252	-7	-19	6
COc1ccc(N(CC(=O)NC2CCCCC2)C(=O)c2snc(C(N)=O)c2N)cc1
 : -3	7	-5	-9	6	-6	2	-4	-7	-11	5
COC(=O)C1=CN(c2cccc(Cl)c2)C=C(C(=O)OC)C1c1cccc(OC)c1
 : 1	-5	15	11	16	-15	x	13	-6	6	-11
CC(NC(=O)CNC(=S)N(Cc1ccccc1)Cc1cccnc1)c1ccccc1 (configuration not stated)
 : 1	-3	5	-7	19	4	4	20	-1	-21	0
Cc1cc(C(F)F)n2ncc(C(=O)NCc3ccccc3C(F)(F)F)c2n1
 : -1	-17	11	3	6	-5	-1	22	x	5	-15
COc1cccc(-c2cc(NC=O)c3ncc(-c4ccc(C(C)=O)cc4)n3c2)c1
 : x	-2	26	-5	-61	30	x	29	-11	59*	-44
O=C1C2Sc3[nH]c(=O)sc3C(c3ccccc3)C2C(=O)N1c1ccc(Cl)cc1 (configuration not stated)
 : 4	15	-3	-3	5	2	1	0	-6	-5	1
COc1ccccc1OCCNC(=O)C1CC(=O)N(c2ccccc2OC)C1 (configuration not stated)
 : 1	3	-9	-3	2	-14	3	7	-2	-14	9
CCCn1c(SCC(=O)Nc2ccc3c(c2)OCCO3)nnc1-c1ccco1
 : -11	-16	-10	-1	15	-6	1	9	-4	-6	4
O=[N+]([O-])c1cccc(NC(=S)NCCc2ccccc2)c1
 : -7	x	46	1	-60	-16	2	-29	-3	6	3
O=C1CCC/C=C/C[C@@H](CC(=O)N(CCO)Cc2ccccc2)C(=O)NC[C@H](c2ccccc2)O1
 : -1	-1	-18	14	4	-6	x	-19	-4	17	-8
Cc1cccc(-n2c(=O)c3ccccc3n3c(=S)[nH]nc23)c1C
 : -3	3	-5	-9	7	-29	-2	25	-3	7	-2
C#CCN(C[C@@H]1[C@@H](OC(=O)NCC2CCCCC2)[C@@H](OC(=O)NCC2CCCCC2)Cn2c(=O)n(CCCCCC)c(=O)n21)S(=O)(=O)c1ccc(C)cc1
 : x	-10	33	-5	2	-12	x	12	-4	-17	2
COc1cc(S(=O)(=O)Nc2ccc3c(c2)C(=O)N(C)C3=O)ccc1NC(C)=O
 : -5	-1	27	6	7	-14	x	-4	-9	-25	9
COc1ccc(-n2cc(-c3ccc(OC(F)F)cc3)[n+]3c2CCCCC3)cc1
 : 26	-2	63	-8	-2	-9	4	-13	-2	3	1
Cc1ccc(Cl)cc1N1CCN(S(=O)(=O)c2ccc3c(c2)CC(=O)N3C)CC1
 : 3	-7	1	0	10	7	3	-6	-7	7	10
COc1ccc(-c2nc(N)ncc2Oc2ccccc2Br)c(O)c1
 : -17	-5	-2	3	28	-50	2	21	-7	29	-17
COc1cccc(N(C(=O)c2cnccn2)C(C(=O)NC2CCCCC2)c2ccc(Cl)cc2)c1 (configuration not stated)
 : 0	-2	3	0	13	-11	0	7	-5	-8	-2
COc1ccc(S(=O)(=O)Nc2c(C)n(C)n(-c3ccccc3)c2=O)c(Cl)c1Cl
 : -4	-7	3	5	12	7	4	5	-3	-11	-2
NC(=O)c1nsc(C(=O)N(c2ccccc2)C(C(=O)NC2CCCC2)c2cccs2)c1N (configuration not stated)
 : 3	-9	0	-7	2	-5	2	44	-6	13	-2
CC1(C)NC(=O)N(CC(=O)OCC(=O)Nc2cccc(F)c2)C1=O
 : 5	7	-3	-2	7	-12	3	10	-4	6	4
CCCCCN(C(=O)CCC(=O)OCC(=O)N1C(C)CCCC1C)c1c(N)n(CCCC)c(=O)[nH]c1=O (configuration not stated)
 : 5	3	5	-1	6	-11	-2	18	-6	19	8
COc1ccccc1NC(=S)N(CCc1ccc(OC)c(OC)c1)Cc1ccccn1
 : 4	-7	14	4	8	-4	2	10	7	3	-1
COc1ccc(C(=O)C[n+]2ccc3c(c2)nc(-c2ccccc2)n3C)cc1
 : 15	15	13	0	1	-1	-4	11	-8	12	0
Cc1cccc(C)c1NC(=S)N/N=C/c1ccccc1C(=O)O
 : 4	0	14	2	13	-6	0	5	-4	-10	6
O=C(CSc1ccccn1)N1CCN(S(=O)(=O)c2ccc(Cl)cc2)CC1
 : 0	x	15	2	9	-22	-3	23	-7	18	-2
CC1CCCCC1NC(=O)Cc1ccc(S(=O)(=O)N2CCOCC2)s1 (configuration not stated)
 : 1	0	5	13	-4	-21	-3	9	-6	2	6
O=C(N/N=C/c1cccnc1)c1ccc(Cn2cc([N+](=O)[O-])cn2)o1
 : 0	-8	4	-9	10	21	0	-9	-6	12	-14
NC(=O)C1(NC(=O)[C@@H]2CC3(CC(c4cccc(NC(=O)[C@@H]5CCC(=O)N5)c4)=NO3)CN2C(=O)Cc2ccc(Cl)cc2)CC1 (some centres not stated)
 : -2	0	-1	-5	0	-4	3	-25	-11	-14	7
C/[N+]([O-])=C/c1c(OCc2ccccc2)ccc2ccccc12
 : -34	-9	-44	6	-244	-50	-1	-112	-4	-13	-6
O=C(CN1CCN(c2ccccn2)CC1)NCc1cccs1
 : 1	-3	1	10	4	-2	-1	4	-4	6	4

5 compounds already listed, arranged by formula weight, low to high.
Each structure is followed by: TRPM1 prom inh	Vif imaging	Shn3 3UTR inh	PDI inh	HIF-2a block	NR2E3 ag-1	NR2E3 ag-2	Peg3 prom inh	CaV13 ICDI inh	CF NFkB inh	KKLEB cytotox
O=C(CN1CCN(c2ccccn2)CC1)NCc1cccs1
 : 1	-3	1	10	4	-2	-1	4	-4	6	4
O=C(CSc1ccccn1)N1CCN(S(=O)(=O)c2ccc(Cl)cc2)CC1
 : 0	x	15	2	9	-22	-3	23	-7	18	-2
COc1cccc(N(C(=O)c2cnccn2)C(C(=O)NC2CCCCC2)c2ccc(Cl)cc2)c1 (configuration not stated)
 : 0	-2	3	0	13	-11	0	7	-5	-8	-2
CCCCCN(C(=O)CCC(=O)OCC(=O)N1C(C)CCCC1C)c1c(N)n(CCCC)c(=O)[nH]c1=O (configuration not stated)
 : 5	3	5	-1	6	-11	-2	18	-6	19	8
NC(=O)C1(NC(=O)[C@@H]2CC3(CC(c4cccc(NC(=O)[C@@H]5CCC(=O)N5)c4)=NO3)CN2C(=O)Cc2ccc(Cl)cc2)CC1 (some centres not stated)
 : -2	0	-1	-5	0	-4	3	-25	-11	-14	7
